From PubChem BioAssay
Exocytosis inh: lytic granule exocytosis inhibition | TALL-104 LAMP-1 surface exposure, flow cytometry; cells stimulated with thapsigargin and PMA | inhibition, % at 10 µM | hit rate 0.66% among 360,000;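 active means inhibition above about 55%, limit read from the data; inconclusive means no clear call, values can overlap the other calls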
MC4R antag cAMP: antagonists of human melanocortin 4 receptor (MC4R); MC4R-expressing cells, MTII-stimulated cAMP, LANCE TR-FRET; inhibition, % at 6.5 µM; hit rate 0.48% among 360,000;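 active means inhibition above its plate's cutoff, the mean of tested wells on that plate plus 3 SD, cut at about 29% in these data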;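 further: 0% = Melanotan II alone and 100% = Melanotan II plus saturating MCL0020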
Target sequence (P32245 whole entry, looked up): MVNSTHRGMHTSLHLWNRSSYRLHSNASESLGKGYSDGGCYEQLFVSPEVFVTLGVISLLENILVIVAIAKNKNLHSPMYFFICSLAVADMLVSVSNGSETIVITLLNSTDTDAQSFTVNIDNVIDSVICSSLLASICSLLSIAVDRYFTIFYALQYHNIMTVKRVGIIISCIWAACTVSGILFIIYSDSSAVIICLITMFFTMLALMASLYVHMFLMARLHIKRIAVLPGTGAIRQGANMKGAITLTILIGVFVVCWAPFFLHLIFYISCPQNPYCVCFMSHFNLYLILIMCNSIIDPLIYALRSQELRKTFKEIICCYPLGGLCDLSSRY
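Assay system: U2OS-MC4R stable cell line; Also added: Melanotan II; Technique: Eu-cAMP/anti-cAMP TR-FRET, emission 671 nm; Times: 30-min compound, 1-h challenge, 1-h detection, room temperature.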
PDI inh: inhibitors of human protein disulfide isomerase; PDI insulin aggregation turbidity, A650, 90 min; inhibition, % at 10 µM; hit rate 0.052% among 350,000; AID 588391;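 active means mean inhibition across replicates of 30% or more, whatever share of single replicates reach that level; inconclusive means mean inhibition below 30% while every single replicate reaches 30%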;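 further: absorbance from insulin aggregation driven by PDI reduction with DTT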
CaV13 ICDI inh: Primary screen for inhibitors of IQ motif and Ca2+-dependent inactivation inhibitor domain binding in CACNA1D, Förster resonance energy transfer in living cells, …. hit rate 0.098% among 340,000. inhibition, % at 12.3 µM. AID 743397. HEK cells, CFP/YFP FRET ICDI-IQ, plate reader, 10 min; percent FRET-ratio fall versus neutral wells;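 active means mean replicate inhibition of at least 30% and at least 1% of replicates passing that level; inconclusive means only one of the two criteria is met; inactive means neither criterion is met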;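 further: 0% = median of the neutral control wells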
ABHD5-PLIN5 inh: inhibitors of human ABHD5-perilipin-5 interaction | Q00G26+Q8WTS1 | Split G. princeps luciferase complementation, luminescence, 4 h | inhibition, % at 4 µM | hit rate 0.78% among 360,000;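 active means inhibition above the mean inhibition across every tested compound plus 3 SD, cut at about 22% in these data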;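 further: 0% = DMSO only wells and the 100% control is not disclosed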
HTR2A ag: agonists of mouse serotonin 5-HT2A receptor (HTR2A); P35363; CHO-K1 mHTR2A beta-arrestin complementation, luminescence; percent of 30 µM serotonin response; activation, % at 7.6 µM; hit rate 0.66% among 360,000;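 active means activation above a run cutoff, the mean activation of all tested compounds plus 3 SD, cut at about 14% in these data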;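 further: 0% = plate median of compound wells and 100% = 30 µM serotonin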
Target sequence (P35363 whole entry, looked up): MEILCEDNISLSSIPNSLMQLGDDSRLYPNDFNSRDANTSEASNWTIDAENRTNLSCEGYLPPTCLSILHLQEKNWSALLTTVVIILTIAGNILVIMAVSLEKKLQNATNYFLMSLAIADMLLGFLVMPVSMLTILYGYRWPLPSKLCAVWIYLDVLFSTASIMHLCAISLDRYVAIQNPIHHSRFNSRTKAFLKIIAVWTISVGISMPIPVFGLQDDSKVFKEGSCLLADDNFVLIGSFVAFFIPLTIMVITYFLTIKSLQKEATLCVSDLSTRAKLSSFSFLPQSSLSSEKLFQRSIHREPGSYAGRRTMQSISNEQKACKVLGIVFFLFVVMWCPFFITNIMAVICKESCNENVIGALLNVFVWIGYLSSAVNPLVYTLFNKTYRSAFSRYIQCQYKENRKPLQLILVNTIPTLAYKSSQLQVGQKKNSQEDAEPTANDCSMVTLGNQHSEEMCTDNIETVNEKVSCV
ABCB6 inh 2: human ABCB6 transporter inhibition; AID 602162; Q9NP58; fluorescence ratio to DMSO, % at 10 µM; hit rate 0.19% among 360,000; K562-ABCB6 porphyrin accumulation, flow cytometry, 1 h; stronger effect = lower value;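 active means fluorescence ratio to DMSO below 75%, the collection mean minus 3 SD; inconclusive means too few cells collected in the well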;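 further: signal is porphyrin accumulated inside mitochondria; 100% equals median channel fluorescence of DMSO control wells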
MC4R barr agon: human MC4R agonism via beta-arrestin. P32245. AID 540308. U2OS MC4R beta-arrestin complementation, luminescence; percent of melanotan II response, DMSO zero. activation, % at 8.9 µM. hit rate 0.98% among 360,000;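 active means activation above a per-plate cutoff, the mean activation of sample wells on that plate plus 3 SD, cut at about 8% in these data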
N-glyco inh: N-linked glycosylation inhibition; D54 ERlucT glycosylation luciferase reporter, 24 h; percent of 100 nM tunicamycin response; reporter increase, % at 12.5 µM; hit rate 0.23% among 360,000;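 active means mean luciferase reporter signal, scaled so untreated is 0 and the glycosylation-blocking control 100, at or above a set limit in every replicate; inconclusive means mean reaches the limit but not every replicate does; inactive means mean below the limit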;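 further: luciferase carries N-glycosylation sites so blocking glycosylation raises the light; 0% = median of neutral control wells and 100% = median of 100 nM tunicamycin wells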
Cardio protect: protects H9c2 cardiomyocytes from peroxide injury; H2O2 injury protection, ATPLite, 2 h; protection from H2O2 cell death, % at 20 µM; hit rate 0.63% among 360,000; AID 588492;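 active means compounds giving at least 50% protection of heart cells from peroxide-induced death in the single-dose screen, raw or plate-pattern-corrected value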;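 further: 0% = DMSO wells with peroxide and 100% = DMSO wells without peroxide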
Active calls of the source: *; ? = inconclusive; / = no result given. Rows are unselected. About 4.2% of those tested had a hit in this group.

SMILES | Exocytosis inh | MC4R antag cAMP | PDI inh | CaV13 ICDI inh | ABHD5-PLIN5 inh | HTR2A ag | ABCB6 inh 2 | MC4R barr agon | N-glyco inh | Cardio protect
Cc1cc(C(=O)OCC(=O)NCCc2ccccc2)c(C)o1 | -2 | 6 | -2 | / | 6 | 1 | 105 | -1.1 | 2 | 6
COc1ccc(N2C(=O)CSC2c2ccccc2F)c(OC)c1 (centres undefined) | -10 | 22 | 1 | -4 | -2 | 1 | 93 | -2.1 | 2 | 2
Fc1ccc2c(c1)C(c1ccncc1)=NNC(c1ccc(Cl)cc1)=N2 | -5 | 7 | 1 | -4 | 0 | -2 | 90 | 0.5 | 1 | 8
COc1ccc2c(c1OC)C(=O)OC2CC(=O)c1ccc2c(c1)OCO2 (centres undefined) | 0 | -7 | -15 | -7 | 19 | 2 | 102 | 0.9 | 0 | 1
Cc1ccc(S(=O)(=O)N[C@H](C(=O)N2CCC(C(=O)N3CCC[C@H]3C(=O)O)CC2)C(C)C)cc1 | 1 | -2 | 1 | / | -1 | 14 | 119 | 1.1 | 2 | 10
Cc1cccn2c(=O)c3cc(C#N)c(=O)n(CCCN4CCOCC4)c3nc12 | -6 | -5 | 3 | 4 | 0 | -2 | 96 | -2.8 | 2 | 13
Cc1c(C#N)c(=O)c(-[n+]2ccccc2)c([S-])n1-c1ccc(Cl)cc1 | -2 | 9 | -1 | -4 | -1 | 3 | 95 | -1.1 | 0 | -3
O=C(Cn1c(NCCO)nc2ccccc21)NCC1CCCO1 (centres undefined) | 11 | 0 | 0 | -5 | 1 | 4 | 100 | -1.9 | 2 | 9
CN(C(=O)CSc1nc2ccc([N+](=O)[O-])cc2s1)C1CCS(=O)(=O)C1 (centres undefined) | 0 | 16 | -4 | -5 | 2 | 0 | 97 | 0.4 | -4 | 2
C[C@H](CO)N1C[C@H](C)[C@H](CN(C)S(=O)(=O)c2ccccc2F)OCc2cnnn2CCCC1=O | -2 | 5 | 4 | -5 | -5 | -6 | 106 | -0.9 | 2 | 7
Cc1ccc2c(c1)/C(=N/OS(=O)(=O)c1ccccc1)CCS2 | -8 | 3 | 4 | / | -9 | -6 | 98 | -0.6 | 3 | -12
COc1ccc(CNC(=S)Nc2ccc3nc(N4CCOCC4)cc(C)c3c2)cc1 | 9 | 14 | -9 | -1 | 7 | -1 | 105 | 41* | 2 | 5
O=C(c1ccccc1)N1CC(COc2ccccc2)OC(c2ccco2)O1 (centres undefined) | 0 | -4 | -2 | / | 4 | -8 | 85 | -2.1 | 1 | -7
Cc1cc(C)c(N2C(=O)C3C4CC(=O)C(c5ccccc54)C3C2=O)c(C)c1 (centres undefined) | -6 | 22 | -1 | -3 | -3 | 4 | 98 | -1.5 | 1 | -1
COc1ccc(/C=N/NC(=S)Nc2cccc(C(=O)O)c2)cc1 | 5 | -5 | 5 | -3 | -1 | 3 | 96 | -3.5 | -2 | -6
NS(=O)(=O)c1ccc(NC2(C(=O)O)CCCC2)cc1 | -4 | 12 | -1 | -8 | -1 | 3 | 184 | 0.3 | 3 | -7
O/N=C/c1cc(Cl)ccc1OCc1ccccc1Cl | -1 | 3 | -4 | -3 | -11 | -5 | 91 | 1.2 | -3 | -8
Cc1cc(C(C)(C)C)oc1C(=O)N1CCN(C(=O)c2oc(C(C)(C)C)cc2C)CC1 | 0 | 6 | 2 | -9 | 0 | 2 | 93 | -0.1 | 0 | -2
COc1ccc(C(=O)NCC(C)(C)CNC(=O)c2ccc(OC)c(OC)c2)cc1OC | 7 | -3 | 5 | -3 | -7 | 4 | 99 | -1.7 | -1 | 4
Cc1nnc(SCC(=O)NC2CCCC2)s1 | -1 | -4 | -4 | -2 | -2 | 4 | 93 | -0.1 | 4 | 5
Cc1ccc(S(=O)(=O)NCCN2CCOCC2)cc1 | -3 | -2 | 15 | -3 | -1 | 4 | 96 | -0.9 | 0 | -2
CCOC(=O)Cc1c[nH]c2ccccc12 | 3 | 1 | 0 | -8 | 3 | 4 | 100 | -1.6 | 1 | 3
CCOc1ccccc1CN1CCNC(=O)C1CC(=O)N(C)C1CCOCC1 (centres undefined) | 4 | 2 | -7 | -3 | 1 | 12 | 99 | -2.5 | 3 | -4
O=C(O)C1CC1C(=O)Nc1nc2c(Cl)cccc2s1 (centres undefined) | -2 | -6 | -2 | -5 | 6 | 0 | 97 | -2.1 | 1 | 0
c1ccc2c(c1)NCC1CCCN21 (centres undefined) | -7 | -8 | 2 | -5 | -7 | -7 | 124 | -2.4 | 2 | -15
O=C(NCc1ccco1)c1ccc(Cn2c(=S)[nH]c3ccccc3c2=O)cc1 | 0 | 5 | 4 | -20 | 9 | 6 | 89 | -2.6 | 5 | -3
CCCCCCC[N+](CC)(CC)CCCCc1ccc(Cl)cc1 | 2 | 6 | 5 | -6 | 14 | -1 | 100 | -0.1 | 11 | -40
Cc1ccc(S(=O)(=O)CCC(=O)OCC(=O)c2c[nH]c3ccccc23)cc1 | ? | 10 | 3 | -5 | 0 | -4 | 91 | -1.8 | 0 | 4
Cc1cc(C)c(NC(=O)CN(C)C(=O)CCC(=O)c2ccc(C)s2)c(C)c1 | 6 | 0 | 3 | -3 | -3 | -2 | 97 | -0.2 | 2 | 5
COC(=O)N/N=C/c1cccc([N+](=O)[O-])c1 | -10 | 4 | -6 | -6 | 4 | 1 | 99 | -1.6 | 1 | 4
Cc1cc(OCC(=O)N(C)Cc2ccccc2)ccc1Cl | 0 | 2 | -6 | -21 | -3 | 3 | 97 | -0.4 | -2 | 2
CCOc1ccc(-n2nc3ccc(N)cc3n2)cc1 | 7 | 8 | -7 | -20 | 6 | -2 | 109 | -0.2 | -9 | -20
O=C(Nc1ccccc1)Oc1ccc[nH]c1=O | -6 | -8 | 11 | -3 | -1 | 2 | 95 | -2.1 | 4 | -5
O=C(COC(=O)/C=C/c1ccccc1)NC1CC1 | 2 | -2 | 2 | -2 | 4 | -2 | 98 | 1.2 | 2 | 4
COc1ccc(N2Cc3ccccc3C2=NC(=O)c2cccc([N+](=O)[O-])c2)cc1 | -2 | -1 | 5 | -3 | -1 | -2 | 103 | -2.2 | 0 | -5
COc1ccc(NC(=O)CN(C)C(=O)c2cn(-c3ccccc3)nc2-c2ccc(OC)cc2)cc1 | 4 | 0 | -5 | -21 | 3 | -5 | 96 | 0.8 | 2 | 6
Cc1ccc(OCCC(=O)OCC(=O)NC2CCCC(C)C2C)cc1 (centres undefined) | 5 | 7 | 0 | -7 | 3 | 6 | 94 | 0.5 | -1 | 8
CCOCCCNC(=O)c1oc2ccc3c(c2c1C)C(O)CC(C)(C)O3 (centres undefined) | 39 | 17 | -7 | -16 | -2 | 3 | 98 | -2.2 | -2 | 4
O=S(=O)(Nc1ccc(Br)cn1)c1ccc2ccccc2c1 | 6 | 6 | 13 | -2 | 4 | 1 | 95 | 1.5 | 2 | -3
CCOc1ncccc1C(=O)N1CCN(Cc2ccc3c(c2)OCO3)CC1 | -1 | -4 | 2 | -2 | 0 | -2 | 77 | -1.8 | -1 | -2
COc1ccc(CN2CCSCC2)c(OC)c1C | 8 | 11 | -9 | -4 | -1 | -2 | 92 | -0.5 | 1 | 10
CCOC(=O)c1c(-c2ccccc2Cl)cn2ccccc12 | 0 | -3 | -26 | -3 | -10 | -2 | 87 | -2.1 | -2 | -2
CCOC(=O)c1cccc(NC(=O)CCS(=O)(=O)c2ccc(Br)s2)c1 | 0 | 7 | -2 | -5 | 2 | -2 | 99 | -1.2 | -2 | 0
O=C(COC(=O)c1ccccc1C(=O)c1ccccc1)Nc1cccc([N+](=O)[O-])c1 | 5 | -1 | 0 | -5 | -3 | -10 | 100 | -1.4 | 1 | -4
Cc1onc(-c2ccccc2Cl)c1C(=O)c1ccccc1 | 0 | 18 | 5 | -5 | 1 | -10 | 99 | 1.7 | -2 | 0
COc1ccc(-c2ccc(N)cn2)cn1 | -3 | -5 | -1 | -10 | -4 | 9 | 96 | -1.9 | 3 | 6
CC1/C(=N/O)CC(c2ccccc2)NC1c1ccccc1 (centres undefined) | 4 | 3 | 2 | -7 | -16 | -1 | 100 | -0.8 | 0 | 6
CC(=O)N(C)C1(c2nnnn2CCOC(=O)Nc2cccc3ccccc23)CCCC1 | -2 | 1 | -15 | -5 | -5 | -1 | 102 | -0.9 | 0 | -4
O=C1CCC(C(=O)OCC(=O)Nc2ccc(SC(F)F)cc2)=NN1 | 19 | 8 | 2 | -16 | 4 | -1 | 99 | -0.2 | 1 | -1

An excerpt from above in order of formula weight, high to low.
SMILES | Exocytosis inh | MC4R antag cAMP | PDI inh | CaV13 ICDI inh | ABHD5-PLIN5 inh | HTR2A ag | ABCB6 inh 2 | MC4R barr agon | N-glyco inh | Cardio protect
CCOC(=O)c1cccc(NC(=O)CCS(=O)(=O)c2ccc(Br)s2)c1 | 0 | 7 | -2 | -5 | 2 | -2 | 99 | -1.2 | -2 | 0
CC(=O)N(C)C1(c2nnnn2CCOC(=O)Nc2cccc3ccccc23)CCCC1 | -2 | 1 | -15 | -5 | -5 | -1 | 102 | -0.9 | 0 | -4
O=C(COC(=O)c1ccccc1C(=O)c1ccccc1)Nc1cccc([N+](=O)[O-])c1 | 5 | -1 | 0 | -5 | -3 | -10 | 100 | -1.4 | 1 | -4
CCOc1ncccc1C(=O)N1CCN(Cc2ccc3c(c2)OCO3)CC1 | -1 | -4 | 2 | -2 | 0 | -2 | 77 | -1.8 | -1 | -2
CCOCCCNC(=O)c1oc2ccc3c(c2c1C)C(O)CC(C)(C)O3 (centres undefined) | 39 | 17 | -7 | -16 | -2 | 3 | 98 | -2.2 | -2 | 4
O=C1CCC(C(=O)OCC(=O)Nc2ccc(SC(F)F)cc2)=NN1 | 19 | 8 | 2 | -16 | 4 | -1 | 99 | -0.2 | 1 | -1
Cc1ccc(OCCC(=O)OCC(=O)NC2CCCC(C)C2C)cc1 (centres undefined) | 5 | 7 | 0 | -7 | 3 | 6 | 94 | 0.5 | -1 | 8
CCOC(=O)c1c(-c2ccccc2Cl)cn2ccccc12 | 0 | -3 | -26 | -3 | -10 | -2 | 87 | -2.1 | -2 | -2
Cc1onc(-c2ccccc2Cl)c1C(=O)c1ccccc1 | 0 | 18 | 5 | -5 | 1 | -10 | 99 | 1.7 | -2 | 0
CC1/C(=N/O)CC(c2ccccc2)NC1c1ccccc1 (centres undefined) | 4 | 3 | 2 | -7 | -16 | -1 | 100 | -0.8 | 0 | 6
COc1ccc(CN2CCSCC2)c(OC)c1C | 8 | 11 | -9 | -4 | -1 | -2 | 92 | -0.5 | 1 | 10
